MC4R ag barr: human MC4R agonism via beta-arrestin; U2OS MC4R beta-arrestin complementation, luminescence; percent of melanotan II response, DMSO zero; actives 0.98% (n = 360,000); AID 540308; activation, % at 8.9 µM;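 active = activation above a per-plate cutoff, the mean activation of sample wells on that plate plus 3 SD, cut at about 8% in these data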
Granule exo inh: blocks lytic granule exocytosis; AID 651702; actives 0.66% (n = 360,000); inhibition, % at 10 µM; TALL-104 LAMP-1 surface exposure, flow cytometry; cells stimulated with thapsigargin and PMA;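 active = inhibition above about 55%, limit read from the data; inconclusive = no clear call, values can overlap the other calls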
Vif imaging: inhibitors of HIV Vif; HEK293T cells, Vif self-association by quenched fluorescence, imaging, 24 h; AID 602346; inhibition, % at 7.49 µM; actives 0.35% (n = 340,000); in the data active = inhibition above about 50%, passing the limit was not always enough; inconclusive = no clear call, values can overlap the other calls; inactive = below about 31%; note: some results filed as inactive read as strong as hits
TLR9-MyD88 block: blocks human TLR9 binding to MyD88 | Q9NR96+Q99836 | CHO BLA complementation TLR9-MyD88, CCF4 FRET ratio | inhibition, % at 4.98 µM | actives 0.21% (n = 340,000) | AID 504734;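 active = inhibition above the mean over all tested compounds plus 3 SD, cut at about 21% in these data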;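 note: 0% = DMSO only wells and 100% = clavulanate BLA inhibitor control wells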
MC4R antagonist: antagonists of human melanocortin 4 receptor (MC4R); MC4R-expressing cells, MTII-stimulated cAMP, LANCE TR-FRET; actives 0.48% (n = 360,000); AID 540295; inhibition, % at 6.5 µM;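 active = inhibition above its plate's cutoff, the mean of tested wells on that plate plus 3 SD, cut at about 29% in these data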;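 note: 0% = Melanotan II alone and 100% = Melanotan II plus saturating MCL0020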
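System: U2OS-MC4R stable cell line; Technique: Eu-cAMP/anti-cAMP TR-FRET, emission 671 nm; Repeats: single well per compound; Also added: Melanotan II; Dosing: one concentration, 6.5 µM nominal; Schedule: 30-min compound, 1-h challenge, 1-h detection, room temperature.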
aDG glyco act: alpha-DG glycosylation activation. Pro5-aDG cells, alpha-DG glycosylation AlphaScreen (IIH6); 0% Pro5, 100% B10-LARGE cell signal. activation, % at 10 µM. actives 0.22% (n = 360,000). AID 624168;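 active = activation of at least 8% versus controls, or a plate z-score of at least 8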;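 note: Pro5 are CHO cells carrying HIG-tagged alpha-DG that lacks glycosylation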
ABHD5-PLIN5 inh: ABHD5-PLIN5 protein interaction inhibition; Split G. princeps luciferase complementation, luminescence, 4 h; inhibition, % at 4 µM; actives 0.78% (n = 360,000); AID 602281;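 active = inhibition above the mean inhibition across every tested compound plus 3 SD, cut at about 22% in these data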;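 note: 0% = DMSO only wells and the 100% control is not disclosed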
Glyco luc inh: N-linked glycosylation inhibition. reporter increase, % at 12.5 µM. actives 0.23% (n = 360,000). D54 ERlucT glycosylation luciferase reporter, 24 h; percent of 100 nM tunicamycin response. AID 588692;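 active = mean luciferase reporter signal, scaled so untreated is 0 and the glycosylation-blocking control 100, at or above a set limit in every replicate; inconclusive = mean reaches the limit but not every replicate does; inactive = mean below the limit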;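 note: luciferase carries N-glycosylation sites so blocking glycosylation raises the light; 0% = median of neutral control wells and 100% = median of 100 nM tunicamycin wells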
ABCB6 inh 2: inhibitors of human ABC transporter ABCB6. K562-ABCB6 porphyrin accumulation, flow cytometry, 1 h; active compounds read low. fluorescence ratio to DMSO, % at 10 µM. Q9NP58. AID 602162. actives 0.19% (n = 360,000);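 active = fluorescence ratio to DMSO below 75%, the collection mean minus 3 SD; inconclusive = too few cells collected in the well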;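 note: signal is porphyrin accumulated inside mitochondria; 100% equals median channel fluorescence of DMSO control wells; lower ratio means ABCB6 inhibition with less porphyrin fluorescence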
Target sequence (Q9NP58 whole entry, looked up): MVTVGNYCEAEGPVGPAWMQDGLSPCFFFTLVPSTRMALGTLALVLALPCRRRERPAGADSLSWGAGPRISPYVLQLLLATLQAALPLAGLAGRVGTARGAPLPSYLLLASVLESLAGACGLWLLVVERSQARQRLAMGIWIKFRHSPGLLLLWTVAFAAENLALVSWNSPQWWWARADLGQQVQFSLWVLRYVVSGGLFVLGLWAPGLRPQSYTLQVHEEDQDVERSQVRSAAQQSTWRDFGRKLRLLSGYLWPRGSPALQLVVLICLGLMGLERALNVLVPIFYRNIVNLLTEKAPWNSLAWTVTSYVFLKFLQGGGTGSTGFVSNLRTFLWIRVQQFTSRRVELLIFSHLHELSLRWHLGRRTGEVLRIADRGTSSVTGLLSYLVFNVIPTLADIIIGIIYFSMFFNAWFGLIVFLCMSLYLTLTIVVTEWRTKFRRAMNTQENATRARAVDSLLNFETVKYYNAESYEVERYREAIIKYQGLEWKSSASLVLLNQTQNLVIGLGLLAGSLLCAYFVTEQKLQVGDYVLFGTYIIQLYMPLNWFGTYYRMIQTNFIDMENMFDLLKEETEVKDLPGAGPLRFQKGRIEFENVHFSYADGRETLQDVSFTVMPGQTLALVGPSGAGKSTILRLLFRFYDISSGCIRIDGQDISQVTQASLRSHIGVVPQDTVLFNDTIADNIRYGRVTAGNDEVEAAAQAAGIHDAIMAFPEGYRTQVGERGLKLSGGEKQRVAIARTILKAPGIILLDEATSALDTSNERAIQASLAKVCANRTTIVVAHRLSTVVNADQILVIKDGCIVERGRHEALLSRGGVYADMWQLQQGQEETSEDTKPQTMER
NOD2 RIPK2 PPI: NOD2-RIPK2 protein interaction inhibition; O43353; CHO BLA complementation NOD2-RIPK2, CCF4 ratio; inhibition, % at 4.98 µM; actives 0.38% (n = 360,000); in the data active = inhibition above about 21%;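 note: 0% = vehicle only and 100% = reference blocker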
* = called active by the depositor; ? = inconclusive; . = not tested or not shown. This is a subset; rates above refer to the full screens.

SMILES	MC4R ag barr	Granule exo inh	Vif imaging	TLR9-MyD88 block	MC4R antagonist	aDG glyco act	ABHD5-PLIN5 inh	Glyco luc inh	ABCB6 inh 2	NOD2 RIPK2 PPI
COC(=O)C(CCSC)NC(=O)/C=C/c1ccc(OC)cc1 (configuration not stated)	-2.9	22	-4	-1	8	-0.6	1	-1	101	10
CCc1nc2sc(C)c(C)c2c(=O)n1CCO	-0.4	0	14	8	-4	-0.1	1	0	99	1
CCC(CC)=NNc1ccc(S(N)(=O)=O)cc1[N+](=O)[O-]	-2.5	-2	-1	-2	-7	0.0	1	-1	89	3
O=C(Nc1nnc(C2CC2)o1)c1ccc(S(=O)(=O)N2CCCc3ccccc32)cc1	-0.8	1	11	-13	10	1.1	-2	4	101	-4
CC1(C)CC2CC(C)(CN2C(=O)COC(=O)CNC(=O)c2ccc(Cl)c(Cl)c2)C1 (configuration not stated)	5.9	0	7	-11	11	0.1	4	1	103	2
CCCc1cc(=O)oc2cc(C)cc(OCC(=O)NCCCN3CCCC3=O)c12	-1.3	3	0	-10	5	0.3	-1	-2	102	-11
CC(c1ccccc1)n1c(CO)nc2ccccc21 (configuration not stated)	1.3	-9	11	-9	-3	-0.1	-2	-1	101	-2
CC(=O)c1ccc(NC(=O)CSc2nnc(-c3ccncc3)o2)cc1	-2.7	3	-3	4	2	0.0	-5	-1	100	-5
CC(C)(C)c1cc(OC(=O)c2ccccc2F)ccc1O	3.9	1	-2	2	6	0.2	-7	3	104	-10
CCOC(=O)c1c(CN2CCCCC2)n(C)c2ccc(OC)c(S(=O)(=O)c3ccccc3)c12	0.6	0	.	-1	4	0.0	0	-1	93	3
c1ccc(Oc2cnc3ccccc3n2)cc1	-2.9	1	-4	-4	0	0.2	0	-3	101	-4
CCCCNC(=O)NNC(=O)c1ccco1	-1.9	?	-13	6	-1	-0.1	-2	3	95	-15
NC(=O)CN1C(=O)C(=O)N(Cc2ccc(F)cc2)C1=O	-0.5	-6	-4	-4	9	-0.1	-2	1	99	-8
CC(=O)c1cccc(NC(=O)C(C)OC(=O)Cc2n[nH]c(=O)c3ccccc23)c1 (configuration not stated)	-3.0	16	-3	-10	-6	-0.1	8	0	98	-10
Nc1c(C(=O)Nc2ccccc2)sc2nc(N3CCOCC3)c3c(c12)CCCC3	4.3	0	0	-9	21	-0.2	-10	-6	93	-5
N#C/C(=C/c1ccc(N2CCOCC2)o1)C(=O)NC1CCCCC1	2.4	-1	.	5	-15	0.6	27*	-1	105	-6
CCC(C)NC(=O)c1ccc(N2CCC3(CC2)OCCO3)c([N+](=O)[O-])c1 (configuration not stated)	-2.4	1	-10	-10	1	0.0	-5	0	95	0
O=C(CSc1ccc2nnc(-c3ccccc3)n2n1)NCc1ccco1	0.2	0	21	2	4	0.0	0	0	95	6
Cc1[nH]c(-c2ccc3c(c2)OCO3)nc1C(=O)O	0.0	2	8	-3	-8	-0.3	1	0	101	10
CCCCOC(=O)N1CCOCCOCCOCC1	4.3	-3	-3	7	-2	-0.1	4	1	104	-2
COc1ccc(CCNC(=O)CSc2nnc(CNC(=O)c3cc(OC)c(OC)c(OC)c3)o2)cc1OC	-1.9	-6	1	0	1	0.0	-4	6	90	-15
O=C(C1=C[C@@H](c2ccc(Br)cc2)C[C@@H](OCc2ccc(CO)cc2)O1)N1CCN(Cc2ccccc2)CC1	-0.4	-14	-13	-10	7	0.3	13	-4	95	0
C=CCn1c(=O)n(C)c2c(=O)n(C)c(=O)n(C)c21	-0.3	-2	-3	-6	-3	-0.2	5	3	97	-3
O=S(=O)(NC1c2cccc3cccc(c23)C1Sc1ncccn1)c1ccccc1 (configuration not stated)	-1.0	3	5	-3	13	0.4	2	4	98	0
Cc1cccc(C(=O)NC(=S)N2CCN(C)CC2)c1	-1.6	-2	2	-6	-1	-0.3	-12	2	95	-1
CCc1cc2c(=O)c(Oc3ccccc3F)c(C)oc2c(CN(C)C)c1O	0.6	-4	8	-10	6	-0.1	-4	2	99	7
COC(=O)c1c(C(=O)OC)c(-c2ccc(C)cc2)n2c1CCC2	-2.0	6	-7	-3	19	0.1	-2	0	99	0
CC(C)C(=O)Nc1ccc(Cc2ccc(NC(=O)C(C)C)c(O)c2)cc1O	-0.1	0	-9	-8	2	-0.1	1	-2	93	4
C=CCn1c(SCC(=O)N2CCCC2=O)nc2sc(CC)cc2c1=O	-0.4	19	5	-3	2	0.4	-5	4	92	-3
CC1(C)COC(c2cc3c(cc2Br)OCO3)OC1	5.7	6	2	12	5	0.1	-1	-2	104	-9
O=C(CSc1nnnn1-c1cccc2c1CCCC2)N1CCOCC1	-1.4	-1	-1	-3	3	0.2	0	0	95	-3
Cc1nn(Cc2ccccc2)c(C)c1CCC(=O)O	-2.2	1	6	12	-1	0.0	-8	0	94	3
O=C(NNC(=O)C1CCCO1)c1ccc(F)cc1 (configuration not stated)	0.6	0	-18	-6	3	-0.1	8	1	108	0
COc1cccc(NC(=O)COC(=O)Cc2ccc(Br)cc2)c1	-0.1	-2	5	3	-1	-0.1	-6	-1	103	-2
Cc1oc(S(=O)(=O)N2CCOCC2)cc1C(=O)Nc1ccc(F)cc1	-0.6	7	-9	-3	1	0.1	4	1	96	-5
O=C(N/N=C/c1ccccc1O)C1(O)c2ccccc2-c2ccccc21	-1.9	-7	3	-2	18	1.6	-8	-2	98	8
CC(=O)OCC1OC(OCc2cn(C[C@H]3CC[C@@H]([C@@H]4CC[C@H](Cn5cc(COC6OC(COC(C)=O)C(OC(C)=O)C(OC(C)=O)C6OC(C)=O)nn5)O4)O3)nn2)C(OC(C)=O)C(OC(C)=O)C1OC(C)=O (some centres not stated)	-0.9	0	16	-6	2	0.5	1	-1	108	-3
O=C(CC[C@H]1O[C@@H](n2cnc3c(NC(=O)c4ccccc4)ncnc32)[C@H](O)[C@@H]1O)NCC1CCN(Cc2ccccc2)CC1	.	-1	9	.	.	0.1	3	1	95	-1
COc1ccc(CCNc2ccc(C(CC(N)=O)NC(=O)Cc3cccc4ccccc34)cc2[N+](=O)[O-])cc1 (configuration not stated)	1.6	-1	.	-6	-2	-0.4	-9	-1	78	1
CS(=O)(=O)Nc1ccc(C2=NN(C(=O)CCCC(=O)O)C(c3cccs3)C2)cc1 (configuration not stated)	-0.7	5	.	5	-2	0.2	5	1	99	9
COc1ccc(S(=O)(=O)N2CC(C(=O)O)Oc3ccccc32)cc1 (configuration not stated)	-0.1	1	7	-8	5	-0.2	3	0	100	-5
Cn1c(=O)[nH]c(=O)c2[nH]c(NCCCN3CCOCC3)nc21	-1.0	0	19	-4	10	-0.1	5	0	98	4
CCOC(=O)C(C)Sc1nnc(NC(=O)c2ccc3c(c2)OCO3)s1 (configuration not stated)	-1.5	0	-6	7	-3	-0.1	-4	0	99	0
O=C(COc1cccnc1[N+](=O)[O-])NCCc1ccc(F)cc1	-1.4	-1	-1	-2	6	0.0	2	0	98	-2
COc1ccc(C(=O)N2CCN(CC(=O)N3CCOCC3)CC2)cc1	0.0	-3	-2	-8	4	-0.1	0	-1	105	1
c1ccc(-c2csc3ncnc(NCC4COc5ccccc5O4)c23)cc1 (configuration not stated)	-0.6	6	3	3	-26	4.1	-6	-7	89	-2
Cc1csc(NC(=O)CSc2nsc(SCC(=O)Nc3nc(C)cs3)c2C#N)n1	-1.4	4	0	-5	17	0.0	-13	-10	100	8
Cc1sc2nc(SCC(=O)NCCO)n(C)c(=O)c2c1C	2.1	3	-7	-1	3	0.1	0	-1	97	-2
CCOC(=O)C1(O)CC(C)=NN1C(=O)c1cccc(Cl)c1 (configuration not stated)	0.5	-5	-2	-5	21	0.0	1	2	101	-5
COC(=O)c1ccccc1NC(=O)CN1C(=O)c2ccccc2C1=O	0.8	-9	16	.	9	0.0	-2	1	97	-7
O=C(O)C(C=C(Cl)Cl)N1CCOCC1 (configuration not stated)	-0.3	-4	3	-1	0	-0.2	4	0	98	-3
CC(=O)Nc1cccc(NC(=O)CSc2nc(C)c(C)c(C)c2C#N)c1	0.9	0	-11	-7	16	-0.1	1	-2	91	-6
COc1ccc(NS(=O)(=O)c2cccc(C(=O)NNC(=O)COc3ccccc3)c2)cc1	0.9	2	14	8	0	0.1	-9	1	96	-9
Nc1c(N=O)c(=O)[nH]c(=O)n1-c1ccccc1	1.5	-4	-2	-2	0	-0.2	-3	1	99	-12
CSCCC(Nc1nc2ccccc2s1)C(=O)O (configuration not stated)	1.4	1	-5	-5	5	-0.2	-1	-1	98	-4
COCc1cc(=O)n2[nH]c(C(C)(C)C)cc2n1	-0.7	0	-4	3	7	-0.1	-1	2	96	0
O=C(c1ccc(N2CCN(C(=O)c3ccc(F)c(F)c3)CC2)cc1)c1cccc(F)c1	-0.8	2	-6	-10	17	1.0	0	-3	100	-1
O=C(NCc1ccco1)c1ccccc1NS(=O)(=O)c1ccc(Cl)s1	-0.8	1	.	-10	11	0.3	11	-1	93	-9
CN(C)CCCNC(=O)CC(c1ccccc1)c1ccccc1O (configuration not stated)	0.6	22	14	-7	24	-0.4	1	2	96	-8
Cc1ccc(NC(=O)CCCNC(=O)c2ccc(Cl)cc2)c(O)c1	-1.1	-4	5	-2	8	-0.3	-1	2	105	-2

Full records from above:
Shown for Nc1c(N=O)c(=O)[nH]c(=O)n1-c1ccccc1 : MC4R ag barr = 1.5; Granule exo inh = -4; Vif imaging = -2; TLR9-MyD88 block = -2; MC4R antagonist = 0; aDG glyco act = -0.2; ABHD5-PLIN5 inh = -3; Glyco luc inh = 1; ABCB6 inh 2 = 99; NOD2 RIPK2 PPI = -12
Shown for CCOC(=O)C1(O)CC(C)=NN1C(=O)c1cccc(Cl)c1 (configuration not stated) : MC4R ag barr = 0.5; Granule exo inh = -5; Vif imaging = -2; TLR9-MyD88 block = -5; MC4R antagonist = 21; aDG glyco act = 0.0; ABHD5-PLIN5 inh = 1; Glyco luc inh = 2; ABCB6 inh 2 = 101; NOD2 RIPK2 PPI = -5

Later entries
SMILES	MC4R ag barr	Granule exo inh	Vif imaging	TLR9-MyD88 block	MC4R antagonist	aDG glyco act	ABHD5-PLIN5 inh	Glyco luc inh	ABCB6 inh 2	NOD2 RIPK2 PPI
O=C(Nc1cccc(Cl)c1)N1N=CCC1c1ccccc1 (configuration not stated)	-1.1	-7	5	.	0	0.7	7	-3	95	-12
COc1cc(OC)cc(-c2nc3ccccc3c(=O)n2OC(=O)c2ccc(C)c(C)c2)c1	3.8	0	-5	-21	-4	-0.2	1	14	95	-10
Cc1cccc(NC(=O)COc2cccc3c2CCN(C)C3=O)c1	0.1	0	-3	-4	7	0.4	-4	1	98	-1
Cc1ccc(NC(=O)CNC(=O)c2ccco2)nc1	-0.6	3	12	2	8	0.0	-1	1	97	0
Cc1nn(-c2ccc([N+](=O)[O-])cc2)c2c1C(c1ccc(OC(F)F)cc1)N1C(=N2)C(=O)Nc2ccccc21 (configuration not stated)	-3.1	3	-2	-5	-9	0.2	2	-7	97	-1
COc1ccccc1C(=O)Nc1nnc(-c2ccc(Cl)cc2)o1	-2.0	-3	10	-5	2	1.8	-4	1	90	3
CCCCNC(=O)/C(C#N)=C/c1ccc(F)cc1F	-0.9	-6	0	6	2	-0.1	4	3	92	1

Assay outcomes: PubChem BioAssay, several laboratories
